# Screening results: PubChem BioAssay, several laboratories
# GC-B act: human GC-B receptor activators, primary screen, HEK293 GC-B cells, cGMP TR-FRET, EC30 CNP; 0% at EC30 CNP, 100% saturating CNP; activation, % at 10 µM; 370,000 tested, 0.11% active;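 active means activation at 10 µM reaching about 35% in either raw or pattern-adjusted values, limit read from the data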
# FXN GAA850 act: FXN promoter activators, primary screen, cell-based, luciferase luminescence, HEK293 lucGAA850; HEK293 lucGAA850 FXN promoter luciferase reporter, 24 h; percent of 10 µM SAHA response; activation, % at 6 µM; 360,000 tested, 0.56% active;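 active means activation above the average of all compounds screened plus 3 SD, cutoff fixed separately per campaign, cut at about 7.5% in these data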;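 further: 0% = DMSO wells and 100% = 10 µM SAHA wells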
# KLK7 zymogen act: proKLK7 zymogen activators, primary screen, biochemical, fluorescence intensity; activation, % at 7 µM; 370,000 tested, 0.9% active; purified proKLK7, EDANS-DABCYL substrate fluorescence; 100% is mature enzyme control, 0% vehicle; Kallikrein-7 (Homo sapiens), P49862;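 active means activation above the mean of all tested compounds plus 3 SD, computed per campaign excluding outliers beyond control limits, cut at about 13% in these data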
# HGIII-sPLA2 inh: human group III sPLA2 inhibitors, primary screen, biochemical, QFRET, BODIPY PC-A2 liposome substrate; 370,000 tested, 0.56% active; Group 3 secretory phospholipase A2 (Homo sapiens), Q9NZ20; inhibition, % at 12.2 µM; QFRET BODIPY PC-A2 liposome hydrolysis, fluorescence;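 active means inhibition above mean plus 3 SD of compounds lying within the high and low control bounds, cut at about 19% in these data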;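 further: 0% = median of test compound wells and 100% = no enzyme DMSO wells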
# ADAM10 inh: human ADAM10 inhibitors, primary screen, biochemical, QFRET, HTS; inhibition, % at 7 µM; Disintegrin and metalloproteinase domain-containing protein 10 (Homo sapiens), O14672; AID 720582, 2013; 370,000 tested, 0.62% active; recombinant ADAM10, EDANS/DABCYL FRET peptide cleavage, 3 h;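 active means inhibition above a per-campaign cutoff equal to the mean of compounds falling between control-based bounds plus 3 SD, cut at about 20% in these data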;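 further: 0% = DMSO wells while the 100% control is not disclosed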
# Target sequence (O14672 214-748 limits assumed): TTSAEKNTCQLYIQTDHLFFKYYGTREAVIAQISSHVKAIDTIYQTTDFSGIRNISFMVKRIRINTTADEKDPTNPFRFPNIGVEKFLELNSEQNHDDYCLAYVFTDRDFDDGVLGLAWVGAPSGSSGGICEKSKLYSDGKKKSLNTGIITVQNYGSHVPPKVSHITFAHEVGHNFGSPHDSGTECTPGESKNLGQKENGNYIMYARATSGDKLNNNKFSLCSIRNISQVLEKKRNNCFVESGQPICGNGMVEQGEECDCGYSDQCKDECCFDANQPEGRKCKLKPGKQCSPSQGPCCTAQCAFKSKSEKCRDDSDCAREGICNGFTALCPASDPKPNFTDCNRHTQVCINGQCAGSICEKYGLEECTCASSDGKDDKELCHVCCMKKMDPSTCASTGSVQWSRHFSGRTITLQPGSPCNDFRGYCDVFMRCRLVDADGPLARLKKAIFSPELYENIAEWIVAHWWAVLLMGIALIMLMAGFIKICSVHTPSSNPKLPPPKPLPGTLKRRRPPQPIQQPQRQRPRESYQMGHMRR
# ARFGAP1 inhibitor: inhibitors of rat ARFGAP1 GAP activity, primary screen, biochemical, fluorescence polarization, GDP tracer. Arfgap1-stimulated ARF1 GTP hydrolysis, GDP FP detection. inhibition, % at 16.5 µM. 360,000 tested, 0.26% active;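 active means inhibition above a per-plate limit, mean inhibition of low control wells plus 3 SD, cut at about 25% in these data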;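 further: 0% = DMSO wells with enzyme and 100% = wells lacking Arfgap1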
# Target sequence (Q62848 1-136 limits assumed): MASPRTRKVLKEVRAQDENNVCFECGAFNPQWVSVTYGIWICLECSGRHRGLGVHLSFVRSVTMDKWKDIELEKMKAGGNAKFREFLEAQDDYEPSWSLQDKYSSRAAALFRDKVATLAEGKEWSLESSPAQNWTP
#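 material = rat Arfgap1 catalytic domain, aa 1-136 | also added = human ARF1(Δ1-17)-GTP substrate | compound dosing = one concentration, 16.5 µM, DMSO 1.26% | times = GTP hydrolysis reaction 2 h at 25 °C | measured by = FP, GDP Alexa 633 tracer displaced from anti-GDP antibody, 620/688 nm | evaluation = percent inhibition of Arfgap1-stimulated GTP hydrolysis | replication = single well per compound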
# rCAG RNA binder: binders of r(CAG) RNA repeats, primary screen, biochemical, fluorescence | AID 651821, 2012 | 370,000 tested, 1.3% active | inhibition, % at 3 µM | r(CAG) RNA repeat, TO-PRO-1 dye displacement fluorescence;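 active means inhibition above the plate cutoff, the mean of all test compounds on that plate plus 3 SD, cut at about 35% in these data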;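 further: 0% = DMSO alone and 100% = 100 µM mitoxantrone as full dye displacement; higher means more dye released from RNA so lower well fluorescence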
# DDE Tn6 FP inh: inhibitors of Tn6 peptide binding to fibrin DD(E), primary screen, biochemical, fluorescence polarization, human fibrin, Tn6 probe; Fibrinogen beta chain (Homo sapiens), P02675; Fibrin DD(E) TRITC-Tn6 fluorescence polarization displacement; inhibition, % at 8.3 µM; 370,000 tested, 0.21% active; AID 720509, 2013;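 active means inhibition above a per-campaign cutoff: mean of compounds within control limits plus 3 SD, cut at about 15% in these data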;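 further: 0% = median of all compound wells on the plate and 100% = blocking peptide control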
# NPR1 activator: GC-A stimulated cGMP production enhancers – HEK293 GC-A cells, cGMP TR-FRET, EC30 ANP, primary screen. 370,000 tested, 0.14% active. 0% at EC30 ANP, 100% saturating ANP. AID 1671463, 2021. activation, % at 10 µM; in the data active means activation above about 40%
# ASAP1 inh: inhibitors of human ASAP1 ArfGAP activity, primary screen, biochemical, fluorescence polarization; Arf-GAP with SH3 domain, ANK repeat and PH domain-containing protein 1 (Homo sapiens), …; ASAP1-stimulated ARF1 GTP hydrolysis, GDP FP detection; inhibition, % at 16.5 µM; 360,000 tested, 0.19% active; AID 624377, 2012; in the data active means inhibition above about 25%;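 further: 0% = vehicle with enzyme and substrate and 100% = no enzyme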
# Target sequence (Q9ULH1 325-724 limits assumed): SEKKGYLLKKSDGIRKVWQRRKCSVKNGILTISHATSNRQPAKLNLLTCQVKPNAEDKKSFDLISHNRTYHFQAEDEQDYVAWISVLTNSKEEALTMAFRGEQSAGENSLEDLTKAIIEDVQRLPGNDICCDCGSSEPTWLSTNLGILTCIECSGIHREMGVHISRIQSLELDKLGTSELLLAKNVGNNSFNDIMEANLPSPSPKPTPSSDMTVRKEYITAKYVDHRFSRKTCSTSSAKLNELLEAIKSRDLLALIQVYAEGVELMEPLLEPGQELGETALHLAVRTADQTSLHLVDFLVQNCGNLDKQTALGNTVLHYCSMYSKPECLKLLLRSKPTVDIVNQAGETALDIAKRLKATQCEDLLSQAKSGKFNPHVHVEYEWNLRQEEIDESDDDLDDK
# An asterisk follows results filed as active; i = inactive; nt = no result given. An unsorted share of the library, and some 4.5% of all compounds hit somewhere here.
SMILES,GC-B act,FXN GAA850 act,KLK7 zymogen act,HGIII-sPLA2 inh,ADAM10 inh,ARFGAP1 inhibitor,rCAG RNA binder,DDE Tn6 FP inh,NPR1 activator,ASAP1 inh
O=C(CSc1nnnn1C1CCCC1)N1CCN(C(=O)c2ccco2)CC1,4,-0.1,-0.5,11,1,1,-3,-2,7,-13
O=C(N/N=C/c1ccc([N+](=O)[O-])cc1)c1c[nH]c2ccccc12,6,0.4,0.5,-15,3,2,4,-2,0,4
COc1cc2c(cc1OC)C(c1ccc(Br)cc1)NC(=O)C2 (stereo not given),-4,5.4,-0.1,11,1,-1,-3,-4,-2,7
O=C(Nc1ccc[n+](CC(=O)c2cccc3ccccc23)c1)c1ccccc1,-4,0.7,-0.7,-12,-5,3,15,5,5,-4
O=C(O)CCCC(=O)N1CCN(c2nc(-c3ccccc3)c3ccccc3n2)CC1,-3,1.7,16*,0,i,1,6,-3,0,-10
CC(C)C[C@H]1CN(CCCC[C@@H]2CNC(=O)C(=O)N2Cc2ccccc2)C(=O)C(=O)N1Cc1ccccc1,3,nt,0.3,-7,-58,8,-1,-3,3,6
Cc1cc(NC(=O)c2ccc(F)cc2)n(C)n1,0,-1.3,0.4,10,5,-2,-2,0,-2,2
Nc1nc2c(ncn2[C@@H]2O[C@H](C(=O)NCC(c3ccccc3)c3ccccc3)[C@@H](O)[C@H]2O)c(=O)[nH]1,1,nt,-0.3,14,-18,14,6,3,2,-2
COc1ccc(-c2cc(-c3cc(F)ccc3O)[nH]n2)cc1OC,-22,6.0,1.8,-47,14,4,14,-9,-25,20
O=C(Nc1ccc(F)c(Cl)c1)c1cc(C2CCCN(S(=O)(=O)c3ccccc3)C2)on1 (stereo not given),4,-1.6,0.2,-18,10,10,8,-1,4,-15
CC(C)c1nc(SCC(=O)N2c3ccccc3CC2C)c2ccccc2n1 (stereo not given),-2,-1.1,0.0,13,3,-9,-3,6,-3,10
COc1cccc2sc(N)nc12,-3,3.6,-0.1,-2,2,-3,5,4,4,-2
Cc1ccc(Cl)cc1N1CCN(C(=O)CSc2ccsc2[N+](=O)[O-])CC1,-3,-3.2,-0.4,-3,-3,7,18,2,-4,11
CC(=O)CCC(=O)NC1CCCc2c1cnn2-c1ccc(C(C)(C)C)cc1 (stereo not given),1,-0.5,0.3,-1,-3,9,-7,10,5,-2
COc1cccc(/C=N/Nc2ccnc(=O)[nH]2)c1O,-6,-1.6,0.1,0,-21,9,1,1,-7,4
Cc1cccc([C@@H]2[C@@H]3C(=O)N(Cc4ccccc4)C(=O)[C@@H]3[C@]3(CC(C)C)C(=O)N(c4cccc(Cl)c4)C(=O)N23)c1,-23,-1.5,0.5,-16,15,-4,8,-2,-16,-8
CC(=O)CCc1ccc(Oc2nc(-c3cccnc3)nc3ccccc23)cc1,1,-0.2,-0.5,-13,-5,-1,2,7,2,-3
Cc1ccc(OCCSc2nc3ccccc3n2CCC(=O)O)cc1,0,1.8,1.1,-1,-4,-1,7,8,-2,-7
CCn1c(Cc2ccccc2)nnc1SCC(=O)Nc1ccccc1,-8,-2.3,0.3,-7,-5,8,-6,2,-3,4
CCOC(=O)c1ccccc1NC(=O)CSc1nnc(Cc2cccn2C)n1-c1ccc(F)cc1,-4,0.3,0.4,-22,-1,7,-1,-6,-17,-13
CCC(=O)NC(=S)Nc1ccc(NC(=O)c2ccco2)c(OC)c1,5,0.4,0.5,1,8,-6,4,4,2,-11
CCCCc1c(Cc2cccc(F)c2)ncn1CCc1ccccc1OC,-9,nt,0.5,-13,8,0,-2,7,-15,2
CN(CCO)C(=O)C(c1ccccc1)c1ccccc1,0,1.4,-0.3,5,3,2,-2,7,3,-9
COc1ccc(-c2nnc(-c3ccccc3O)o2)cc1,-3,4.8,0.4,-13,-4,8,0,9,-17,12
O=C(COC(=O)c1ccc2[nH]c3c(c2c1)CCCC3)NC1CCS(=O)(=O)C1 (stereo not given),3,0.2,8.6,-9,-30,-7,-1,1,0,6

# Remaining list, next part.
SMILES,GC-B act,FXN GAA850 act,KLK7 zymogen act,HGIII-sPLA2 inh,ADAM10 inh,ARFGAP1 inhibitor,rCAG RNA binder,DDE Tn6 FP inh,NPR1 activator,ASAP1 inh
COC(=O)c1cc2occc2n1Cc1nc(-c2ccccc2F)oc1C,-13,-1.6,0.9,0,4,1,-2,-3,-9,4
CC1(C)CC(=O)C(C(O)c2cccc([N+](=O)[O-])c2)C(C)(C)N1 (stereo not given),7,1.8,-0.4,-1,3,5,4,-2,4,-2
CC1=C[C@@H](C)[C@@H](c2ccc(C(F)(F)F)cc2)OC1=O,1,0.8,0.1,13,9,3,0,-6,-2,0
CC(C)c1ccc(S(=O)(=O)N2CCN(C(=O)CCc3nc4ccccc4c(=O)[nH]3)CC2)cc1,-8,-0.8,0.8,-12,-1,-8,4,-1,-2,11
CCOCCCN(C(=O)Cn1nnc(-c2ccc(OC)c(OC)c2)n1)C(C(=O)NCC1CCCO1)c1ccc(F)cc1 (stereo not given),0,-2.2,-0.1,0,-8,9,-2,3,0,2
CSCCOC(=O)C1=C(C)Nc2ccc(C)cc2S1,-7,0.2,0.2,6,1,-2,1,-1,-6,-16
COc1cc(C=NNC(=S)Nc2ccc(S(=O)(=O)N3CCCCC3)cc2)cc(OC)c1OC,1,4.1,-1.5,12,-6,13,16,-5,2,16
Cc1nc(SC(C(N)=O)c2ccccc2)c(C#N)c(C)c1C (stereo not given),-5,1.2,-0.1,-2,-4,4,-3,-1,1,-4
Clc1ccc2c(c1)nc1n2CCCC1,0,0.1,-0.2,-20,6,7,0,-1,0,13
O=C(NCc1ccccc1CN1CCCC1)c1ccc(S(=O)(=O)Nc2ccccc2)cc1,-6,3.8,-0.3,-23,-7,-1,3,5,-15,5
O=C(O)c1ccc(NC(CSCc2ccc(F)cc2)C(=O)O)c([N+](=O)[O-])c1 (stereo not given),8,3.1,-0.2,7,-3,-2,0,5,1,8
O=C(Nc1nc2ccccc2s1)C1CCN(C(=O)c2ccco2)CC1,-8,1.6,0.5,-4,-3,15,-2,-7,14,9
Nc1nc2c(s1)CCc1ccccc1-2,-5,1.9,-4.8,2,-37,-18,4,2,0,-5
COc1cc(C(=S)N2CCCC2)ccc1O,6,0.7,0.4,1,1,13,1,5,4,-7
O=C(Nc1nc2ccc(S(=O)(=O)N3CCCC3)cc2s1)c1ccccn1,-4,1.6,-1.4,-6,-2,6,9,-3,-4,-5
CCCCC(=O)Nc1cccc(NC(=O)c2cccc([N+](=O)[O-])c2)c1,-3,2.0,-0.1,-1,6,-4,-1,8,1,-3
O=C(Nc1cc(S(=O)(=O)Nc2ccc(Cl)cc2)ccc1O)c1ccc(F)cc1F,0,0.7,0.5,-53,-3,9,22,-4,-3,7
CCN1/C(=C/c2ccc3ccccc3[n+]2CCCS(=O)(=O)[O-])C=Cc2cc(C)ccc21,0,-0.8,0.0,12,1,7,3,4,2,6
Cc1sc2ncn(CC(=O)N3CCCCC3)c(=O)c2c1S(=O)(=O)N1CCC(C)CC1,1,-0.2,0.4,2,11,10,3,-4,-1,5
Cc1ccc(NC(=S)N(CCN2CCCCC2)Cc2ccco2)cc1C,4,0.7,0.3,6,1,0,-4,11,-4,-16
CN(C)S(=O)(=O)N(CC(=O)N(Cc1ccccc1)Cc1ccccc1)c1ccccc1,-4,-2.7,0.5,-11,10,4,1,-3,-9,4
CCCCN(Cc1ccccc1)C(=O)C1CCN(Cc2sccc2C)CC1,2,0.0,-0.2,3,7,8,-3,2,-7,9
CCOC(=O)c1cc(S(=O)(=O)NC2CCN(C(=O)OCC)CC2)cn1C,-3,0.6,-0.2,4,3,-2,4,5,2,-13
Cc1ccccc1Cn1cc(CN2[C@H](Cc3ccccc3)COc3cc(Br)ccc3S2(=O)=O)nn1,12,nt,0.1,12,0,nt,9,-1,1,nt
CCc1nc2ccccc2c(C(=O)O)c1C,-2,2.4,0.2,0,-8,8,0,4,4,6

# (continued)
SMILES,GC-B act,FXN GAA850 act,KLK7 zymogen act,HGIII-sPLA2 inh,ADAM10 inh,ARFGAP1 inhibitor,rCAG RNA binder,DDE Tn6 FP inh,NPR1 activator,ASAP1 inh
CN(C(=O)c1ccc(NC(=O)Cc2ccc(NC(=O)C3CCN(C(=O)C4CCC4)CC3)cc2)cc1)C1CC1,4,1.0,0.0,-2,-2,12,-3,8,2,0
COCCCNC(=O)c1cn(-c2cccc(OC)c2)c(=O)c2ccccc12,-2,-1.5,-0.5,-2,-2,3,-1,0,2,-5
CNc1ccc(C(=O)OCC(=O)NC(=O)NC2CCCC2)cc1[N+](=O)[O-],-1,2.0,-0.1,5,-2,-4,-1,-4,-2,-8
O=C(CSc1cccc[n+]1[O-])c1cccs1,0,0.8,0.1,-7,7,13,0,-2,4,5
O=C(CSc1nnc(COc2ccc(Cl)cc2)o1)NC1CCCCC1,6,2.6,0.0,4,3,5,-3,8,9,-5
CCN1C(=O)[C@@H]2[C@@H](c3ccc(SC4CCCCC4)c(OC)c3)N3CCC[C@@]3(C(=O)OC)[C@@H]2C1=O,3,0.2,-0.2,-15,4,-5,8,6,3,5
CC(=O)c1ccc(C(=O)Nc2nnc(-c3ccc(Cl)cc3)o2)cc1,8,-1.2,0.2,9,-1,3,15,5,-4,-4
CCOc1ccc(CCNC(=O)C2CCCCC2)cc1OCC,2,nt,nt,5,-9,nt,nt,3,-2,nt
COc1ccc(Br)cc1C1NC(=O)c2c(sc3c2CCN(C)C3)N1 (stereo not given),2,0.4,1.1,3,-13,1,0,-6,6,7
O=C(O/N=C/c1cccc([N+](=O)[O-])c1)C1CC1,-2,1.6,-0.1,7,6,-1,3,-2,-2,0
CC1(C)Oc2ccc(C(=O)N3CCOCC3)cc2N(CC(=O)Nc2ccccc2)C1=O,4,-0.2,0.3,3,-3,3,-4,3,-1,-12
COc1ccc(C2NC(=O)C(C#N)=C(S)N2c2ccc(C)cc2)cc1OC (stereo not given),8,2.0,0.1,11,-4,-10,4,0,15,6
CCN(CC(=O)Nc1ccc(S(=O)(=O)N2CCCC2)cc1)CC(=O)Nc1ccccc1C(F)(F)F,-4,-0.4,-0.4,-35,0,12,0,-2,-1,-13
COc1cccc(C(=O)NCC2(c3ccc(OC)c(OC)c3)CCCC2)c1,-9,1.5,0.3,-6,1,3,-10,-6,-10,-2
